High-throughput results: PubChem, several laboratories
dFosB activator = activators of delta FosB homodimer, primary screen, biochemical, fluorescence polarization, TAMRA-CDK5 oligo, single point; 340,000 compounds, 0.99% hits; activation, % at 25 µM; Protein FosB (Mus musculus), P13346; purified delta FosB; percent of positive-control signal above neutral wells;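 active = mean activation above about 17%, with every replicate also reaching it, limit read from the data, passing the limit was not always enough; inconclusive = only one of the two conditions met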;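 also: fluorescence polarization rise as delta FosB binds a TAMRA Cdk5 AP-1 oligo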
Target sequence (P13346 whole entry, looked up): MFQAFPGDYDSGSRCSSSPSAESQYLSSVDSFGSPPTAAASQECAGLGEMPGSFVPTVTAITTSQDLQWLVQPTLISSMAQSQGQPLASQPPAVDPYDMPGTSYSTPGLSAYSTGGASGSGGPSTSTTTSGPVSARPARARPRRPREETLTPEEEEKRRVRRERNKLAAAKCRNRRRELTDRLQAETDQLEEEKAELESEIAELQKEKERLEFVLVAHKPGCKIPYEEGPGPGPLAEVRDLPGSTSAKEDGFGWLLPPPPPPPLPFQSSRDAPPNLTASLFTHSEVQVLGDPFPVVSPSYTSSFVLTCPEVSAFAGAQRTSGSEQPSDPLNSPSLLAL
V-ATPase pH = regulators of yeast V-ATPase proton pumping, primary screen, pHLuorin cytosolic pH fluorescence | 350,000 compounds, 0.37% hits | response, % at 10 µM | S. cerevisiae; in the data active = response mostly above about 7.3%, no sharp cut-off; inactive = mostly below about 5.4%; also: actives read high; inactives centre near 0; some compounds called inactive have numbers as strong as hits; reference of the scale not given here
Rtt109 Vps75 = inhibitors of C. albicans Rtt109/Vps75 HAT, primary screen, biochemical, ThioGlo CoA-SH fluorescence, plate reader | purified Rtt109/Vps75, 4 h | inhibition, % at 34.9 µM | AID 540336, 2011 | 330,000 compounds, 0.16% hits | Histone acetyltransferase RTT109 (Candida albicans (strain SC5314 / ATCC MYA-2876)), …;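 active = inhibition of at least 50% in every replicate; inconclusive = best replicate reaches 50% inhibition but some replicates fall short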
Target sequence (Q5AAJ8 whole entry, looked up): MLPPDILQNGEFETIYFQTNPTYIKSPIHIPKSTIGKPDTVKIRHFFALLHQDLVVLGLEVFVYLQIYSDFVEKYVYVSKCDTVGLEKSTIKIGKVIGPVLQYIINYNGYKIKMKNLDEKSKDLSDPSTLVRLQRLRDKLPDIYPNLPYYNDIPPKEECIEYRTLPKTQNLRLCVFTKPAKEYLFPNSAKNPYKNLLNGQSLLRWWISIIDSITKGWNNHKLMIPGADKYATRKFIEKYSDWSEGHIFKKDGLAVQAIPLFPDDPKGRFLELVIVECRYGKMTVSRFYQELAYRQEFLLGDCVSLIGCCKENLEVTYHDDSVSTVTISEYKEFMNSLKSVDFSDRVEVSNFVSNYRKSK
RTF Ca sens act = cardiac RTF calcium sensitivity activators, primary screen, biochemical, IANBD-TnC fluorescence, EC20 calcium; Troponin I, cardiac muscle (Homo sapiens) + Troponin T, cardiac muscle (Homo sapiens) + …; IANBD-labeled TnC RTF fluorescence at EC20 calcium; 0% EC20 calcium, 100% full calcium; activation, % at 7.2 µM; 340,000 compounds, 0.24% hits;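 active = activation above the mean over all tested compounds plus 3 SD, cut at about 30% in these data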;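 also: rise in fluorescence read as greater calcium sensitivity of cardiac thin filaments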
MITF TRPM1 HTS = activators of MITF-driven TRPM1 promoter reporter, primary screen, cell-based, SK-MEL-5, luciferase, single point | activation, % at 12.5 µM | 300,000 compounds, 0.75% hits | AID 588334, 2011 | SK-MEL-5 TRPM1-promoter luciferase, 24 h; % of positive control, neutral wells = 0;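 active = mean activation of at least 80% with every replicate also reaching 80%; inconclusive = mean reaches 80% but some replicate falls short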;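 also: 0% = neutral control wells and 100% = parthenolide positive control wells; values of inactives mirror those of a sister screen read the other way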
CAL PDZ FP-1 = untagged CAL PDZ binding inhibitors, primary screen, biochemical, fluorescence polarization, HTS. AID 602252, 2012. Golgi-associated PDZ and coiled-coil motif-containing protein (Homo sapiens), Q9HD26. purified CAL PDZ, TMR-peptide fluorescence polarization, 1 h. inhibition, % at 24.9 µM. 300,000 compounds, 0.92% hits;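 active = mean inhibition of at least 30% with at least half of replicates also reaching 30%; inconclusive = no clear call, values can overlap the other calls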;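 also: 0% = DMSO neutral control and 100% = excess unlabeled competitor peptide PRC23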
CAL PDZ FP-2 = CAL PDZ peptide-binding inhibitors, primary screen, biochemical, fluorescence polarization, Cer-tagged CAL PDZ, HTS | inhibition, % at 20 µM | purified CAL PDZ, TMR-peptide fluorescence polarization, 1 h | AID 504414, 2011 | Golgi-associated PDZ and coiled-coil motif-containing protein (Homo sapiens), Q9HD26 | 330,000 compounds, 0.02% hits;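 active = highest replicate inhibition of at least 40%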;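 also: plate controls were DMSO neutral control wells for no effect and unlabeled competitor peptide control wells for full effect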
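System: tagged CAL PDZ domain. Schedule: 1 h room-temperature incubation prior to read. Signal: fluorescence polarization (mP). Measure: percent inhibition from loss of millipolarization.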
Wnt act = Wnt/beta-catenin pathway activators, primary screen, cell-based, plate reader, single point | Wnt/beta-catenin reporter cell assay, activator | activation, % at 9.35 µM | 300,000 compounds, 1.2% hits | AID 743398, 2014; in the data active = activation above about 30%, passing the limit was not always enough; inconclusive = no clear call, values can overlap the other calls;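 also: 0% = neutral control wells and 100% = positive control wells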
CDK5 p35 inh = inhibitors of human CDK5/p35 kinase, primary screen, biochemical, single concentration | Cyclin-dependent kinase 5 (Homo sapiens) + Cyclin-dependent kinase 5 activator 1 (Homo … | inhibition, % at 10 µM | AID 488839, 2010 | 330,000 compounds, 0.01% hits | Recombinant CDK5/p35, ADP-Glo luminescence, 60 min;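 active = highest replicate inhibition of at least 50% and at least 75% of replicates reaching 50%; inconclusive = only one of the two criteria met; inactive = both criteria failed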;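 also: plate controls were DMSO neutral control for no effect and GW8510 at 10 µM for full effect; many of its hits are not listed in these tables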
Tat export inh = E. coli Tat export inhibitors, primary screen, MC4100, TorA-mCherry reporter, fluorescence, single point; inhibition, % at 10 µM; 340,000 compounds, 0.036% hits;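 active = mean replicate inhibition at least 50% and at least half of replicates individually reaching 50%; inconclusive = only one of the two criteria met; inactive = neither criterion met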;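 also: exported cargo escapes ClpAP degradation while cytoplasmic cargo is degraded and loses fluorescence; 0% = median of neutral control wells and 100% = median of NaSCN control wells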
Numbers without * were called inactive; ? = inconclusive; / = no result given. No enrichment for hits; about 4.1% have a hit in one of these screens.

RTF Ca sens act,CAL PDZ FP-2,CDK5 p35 inh,Wnt act,Rtt109 Vps75,CAL PDZ FP-1,dFosB activator,V-ATPase pH,Tat export inh,MITF TRPM1 HTS,SMILES
-2,-0.7,0.6,2,0,-4,11,7,-8,22,O=C(Nc1nc(-c2ccc(F)cc2)cs1)c1cnccn1
2,-0.7,-0.4,22,26,-5,0,0,5,-27,Cc1ccc(S(=O)(=O)N(C)C)cc1NC(=O)c1cc(C(C)(C)C)nn1Cc1ccccc1
2,-0.1,3.0,/,2,/,-1,1,-7,/,OC(CNCC(c1ccco1)N1CCCCC1)c1ccccc1 (stereo unspecified)
9,-2.3,0.3,1,2,-3,-6,0,5,/,CC(C)Cn1c(C(C)C)nc([N+](=O)[O-])c1Sc1ccc(Cl)cn1
-4,-1.0,0.1,7,2,0,-22,1,-9,/,CCOC(=O)c1cccc(NC(=O)c2cc3ccccc3o2)c1
-4,-1.6,-1.3,8,1,3,-3,-1,0,6,Nc1nc(-c2ccccn2)nc(N)c1Cc1ccccc1F
-1,-2.2,-3.4,3,-9,0,-12,-1,1,1,CN1CCC(N(C)C(=O)COc2ccc(S(=O)(=O)N3CCOCC3)cc2)CC1
0,0.6,-3.4,/,-1,2,-3,-1,0,-10,CCNC(=S)N/N=C(\C)c1cccc([N+](=O)[O-])c1
1,-1.3,0.3,/,4,-6,-7,3,-1,6,C/C(CC(=O)Nc1ccccn1)=N\NC(=O)C(=O)Nc1cccc(C)c1
2,-2.4,-2.5,2,-5,0,-8,0,13,-14,COc1ccccc1NC(=O)c1ccc([N+](=O)[O-])cc1[N+](=O)[O-]
1,0.0,-0.6,-4,-1,0,-9,1,4,13,O=C(CNC(=O)c1ccco1)NCC(c1ccco1)N1CCCCC1 (stereo unspecified)
-1,-1.1,-3.3,3,1,-2,-18,-1,3,5,Cc1ccccc1S(=O)(=O)Cc1ccc(C(=O)NCCCN(C)Cc2ccccc2)o1
0,-2.7,-0.4,/,-5,4,3,-1,-3,-15,CC(=O)Nc1nc(SCC(=O)Nc2nnc(C)s2)[nH]c(=O)c1NC(=O)c1cccs1
6,-0.7,-1.5,-3,1,/,-9,-1,7,/,COc1ccc(NC(=O)C(=O)NCCN2CCN(C(=O)c3ccc(C(C)(C)C)cc3)CC2)cc1
7,-4.4,1.5,1,8,-2,-32,-1,2,-11,CC(=O)c1c(-c2ccc(C)cc2)nc2c3ccccc3ccn12
0,-0.6,-0.7,0,-4,0,-5,-3,0,3,O=C(OCc1ccccc1F)c1cc([N+](=O)[O-])ccc1N1CCOCC1
3,-1.1,-4.0,0,-15,-8,4,4,-4,/,CN(CC(=O)NCCc1ccc(S(N)(=O)=O)cc1)CC(=O)Nc1ccccc1Cl
5,-1.1,2.2,4,9,-6,-1,1,-6,1,CC1Cc2ccccc2N1S(=O)(=O)c1cccc(C(=O)NNC(=O)c2ccccc2F)c1 (stereo unspecified)
0,-1.7,0.2,/,2,/,-4,2,9,0,CCOc1ccc(N=C(NC#N)SC)cc1
-3,-6.3,-1.3,-4,3,-1,3,-3,3,-18,O=C(CC1CS(=O)(=O)CC1CC(=O)Nc1ccc2c(c1)OCCO2)Nc1ccc2c(c1)OCCO2 (stereo unspecified)
4,-3.0,0.8,-1,-14,-4,-10,-4,-1,-16,CCOC(=O)C1CCN(S(=O)(=O)c2ccc(OC)c(Cl)c2)CC1
-3,2.4,1.4,-2,-6,-3,-3,-1,7,-4,O=C(/C=C/c1cccc(Cl)c1)NCCCN1CCOCC1
-1,0.3,-0.4,/,-4,-3,-2,1,-4,4,CCC(c1nnnn1C(C)(C)CC)N1CCN(c2ccccc2F)CC1 (stereo unspecified)
-4,1.4,-0.5,13,-2,/,-2,28*,0,-90,N#Cc1c2ccc([N+](=O)[O-])cc2[n+]([O-])n1-c1ccccc1
7,-3.1,1.3,2,?,-3,-15,6,4,-16,CC(C(=O)NC1C=CS(=O)(=O)C1)N1C(=O)/C(=C/c2cccc(Cl)c2)SC1=S (stereo unspecified)

The final 2 compounds of the part before come first, to join the parts:
RTF Ca sens act,CAL PDZ FP-2,CDK5 p35 inh,Wnt act,Rtt109 Vps75,CAL PDZ FP-1,dFosB activator,V-ATPase pH,Tat export inh,MITF TRPM1 HTS,SMILES
-4,1.4,-0.5,13,-2,/,-2,28*,0,-90,N#Cc1c2ccc([N+](=O)[O-])cc2[n+]([O-])n1-c1ccccc1
7,-3.1,1.3,2,?,-3,-15,6,4,-16,CC(C(=O)NC1C=CS(=O)(=O)C1)N1C(=O)/C(=C/c2cccc(Cl)c2)SC1=S (stereo unspecified)
0,-0.8,-1.6,1,-3,1,-10,-1,9,-1,CCOCc1cc(CN2CCCC(CNC(=O)c3ccco3)C2)ccc1OC (stereo unspecified)
-3,0.8,-1.2,-3,-4,2,3,0,10,-10,CCN(CC)CCC(c1ccc(N(C)C)cc1)c1c(OC)cc(OC)c2c(-c3ccccc3)cc(=O)oc12 (stereo unspecified)
-1,-1.1,-0.3,-1,0,-2,-8,3,-3,/,COc1ccc(CNC(=O)CN(Cc2ccccc2)C(=O)CCC(=O)Nc2ccccn2)cc1
1,-1.2,-0.5,-3,4,-18,-15,0,7,-12,COc1cccc(NC(=O)CN(C)CC(=O)Nc2cccc(C(F)(F)F)c2)c1
-3,0.8,-2.7,-3,-8,-4,4,2,-7,-6,N#Cc1c(-c2ccccc2)cc(-c2ccc3c(c2)OCO3)[nH]c1=O
4,0.1,0.6,0,4,3,0,5,2,12,CCCCn1c(N)c(N(Cc2ccccc2OC)C(=O)COc2ccccc2C#N)c(=O)[nH]c1=O
0,-1.1,-3.9,/,-11,0,6,-2,-4,4,Cn1c(N)c(C(=O)CSc2nc(N)cc(=O)[nH]2)c(=O)n(C)c1=O
3,-1.4,0.5,-1,5,-1,-6,4,-17,-3,CCNC(=S)NNC(=O)C1CCCCC1
4,-3.5,-1.1,-2,-10,0,0,2,4,-6,Cc1ccccc1C(=O)N1CCC(C(=O)N2CCN(S(=O)(=O)c3ccccc3F)CC2)CC1
-3,-2.1,-0.4,-4,4,1,-11,-2,10,-20,COc1ccc(CN(C(=O)Cn2nnc(-c3ccc(C)o3)n2)C(C(=O)NCC2CCCO2)c2ccco2)cc1 (stereo unspecified)
3,-2.4,-4.3,-4,-23,1,-14,2,12,9,Cc1noc(C)c1CSCC(=O)Nc1cc(C(F)(F)F)ccc1N1CCCCC1
1,-0.7,-1.0,-11,-12,-1,0,5,-4,4,C[C@H](CO)N1C[C@H](C)[C@@H](CN(C)C(=O)Nc2ccc3c(c2)OCO3)Oc2ccc(NC(=O)C3CCCCC3)cc2C1=O
0,-0.7,1.2,/,-5,-7,1,-2,-3,-3,O=C(Nc1nnc(C2COc3ccccc3O2)o1)c1ccc(F)cc1 (stereo unspecified)
-5,-1.4,-1.2,5,18,4,-9,-3,-3,1,C/C(=N/NC(=O)c1ccc(Cn2cccn2)o1)c1cccc(NC(=O)c2ccncc2)c1
-5,-1.6,-0.8,/,0,5,-3,-1,-11,/,Cc1ccc(NC(=O)CSc2n[nH]c(-c3ccncc3)n2)cc1
-9,-2.9,-0.3,-2,16,-5,-4,5,-8,-5,CCC(C(=O)NC1CCCC1)N(C(=O)Cn1nnc(-c2ccc(C)o2)n1)c1cccc(O)c1 (stereo unspecified)
-2,-0.1,0.2,-1,2,-1,-4,0,-2,4,O=[N+]([O-])c1ccc(N2CCCCC2)cc1N1CCOCC1
-5,0.4,-1.1,4,-4,-2,10,2,3,-4,Cc1ccnc2nc(C(=O)OCC(=O)c3c[nH]c4ccccc34)nn12
2,-1.4,0.3,1,-2,0,-20,-1,-2,/,CCCOc1ccc(/C=N/n2nnnc2N)cc1OC
1,/,-0.2,4,3,0,-7,7,-16,-7,COc1cc(C2C(C(C)=O)=C(O)C(=O)N2c2ccc(C)cc2)ccc1O (stereo unspecified)
1,-2.7,-1.0,-2,4,-3,9,1,1,-7,O=C(CCOc1cccc(Br)c1)NNC(=O)COc1ccc(F)cc1
10,-0.5,-2.8,/,-38,-1,-5,1,-7,-7,CCOc1ccc(N2CC(=O)Nc3ccccc3NCC2=O)cc1
6,/,-0.2,-1,10,79*,0,0,-1,4,O=C1CS/C(=N/N=C/c2ccccc2)N1c1ccc(O)cc1
-4,-2.6,-9.1,2,0,-5,-6,-1,15,7,O=S(=O)(c1ccccc1)N1CCN(Cc2cc3c(cc2Br)OCCO3)CC1
-2,-3.4,-1.2,-2,-5,-4,-4,4,0,-1,Cc1cccc(N(CC(=O)NCCSCc2ccccc2)S(C)(=O)=O)c1C
4,0.4,1.3,0,4,/,-9,0,-4,16,Cc1ccc(C)c(N2CCN(C(=O)c3cc(S(=O)(=O)N4CCOCC4)cn3C)CC2)c1
-7,-1.3,1.1,-2,19,9,-17,-4,5,-9,Cc1ccc(/C=N/NC(=O)c2ccccc2OCc2ccc(F)cc2)o1
-2,-2.7,-0.3,-3,11,-5,3,0,-9,-23,CCOC(=O)C(=O)Nc1nccs1
2,-0.7,0.3,0,9,0,-4,-2,-23,-5,CC1(C)CC(=O)C2=C(C1)OC(N)=C(C#N)C2c1cccc(OC(=O)c2ccco2)c1 (stereo unspecified)
2,-0.4,-0.6,-4,-10,/,-3,-3,8,-5,CCCC(=O)Nc1ccc2c(c1)C(=O)NC2=O
-5,-1.2,0.0,-6,-3,-7,2,1,15,8,CC(=O)Nc1ccc2c(c1)-c1ccc(F)cc1C2=O
2,1.1,-3.5,/,4,-1,-6,0,2,/,COCC(=O)NC1CC2CCCC(C1)N2Cc1ccccc1 (stereo unspecified)
-1,0.9,-0.6,-1,0,-4,-2,-6,5,11,COc1ccc(CC(C(=O)Nc2ccc(OC)cc2)c2nn[nH]n2)cc1 (stereo unspecified)
4,0.3,1.9,/,-2,-2,2,0,-3,-16,Cc1ccc2nsnc2c1S(=O)(=O)NCc1ccncc1
2,-3.0,-3.0,/,-7,1,-9,0,7,/,Brc1ccc(-c2cnc(-c3cccs3)o2)cc1
1,-0.2,-1.4,/,9,5,-1,-2,3,6,CN(C)CCNc1nc(-c2ccccc2)c2c(c1C#N)CC(C)(C)OC2
